GSIS activator = primary screen for activators of insulin secretion dependent on glucose, INS-1E cells, GLuc reporter luminescence. INS-1E GLuc reporter insulin secretion, 2-3 h. activation, % at 16.6 µM. actives 0.61% (n = 370,000);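 active = lowest replicate activation of at least 40%, so every replicate reaches that level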;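 also: 0% = median of neutral control wells and 100% = median of IBMX positive control wells; some compounds called inactive have numbers as strong as hits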
FN deposit inh = fibronectin deposition inhibition; AH1F fibroblasts, Alexa488-fibronectin deposition fluorescence, overnight; inhibition, % at 12.6 µM; actives 0.086% (n = 350,000);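 active = mean inhibition across replicates of 30% or more, regardless of how many single replicates reach that level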;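 also: positive control wells lacked labelled fibronectin entirely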
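Schedule: 1 h cell adhesion before compound, then overnight fibronectin incubation; test system: AH1F fibroblast monolayer depositing Alexa488-labelled fibronectin into matrix; quantity: 10000 AH1F cells per well; probe or stimulus: fluorescent fibronectin at 24 nM final; signal: fluorescence, ex 485 nm, em 525 nm; evaluation: percent inhibition as loss of matrix-bound fibronectin fluorescence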
C2C12 statin = suppressors of simvastatin-induced myotoxicity in C2C12 myotubes. AID 602340. actives 0.78% (n = 330,000). rescue of ATP level, % at 7.49 µM. ATP luminescence, 48 h; scaled: DMSO 0, geranylgeraniol control 100;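 active = mean ATP rescue above about 67%, or every replicate alone reaching that limit, limit read from the data, passing the limit was not always enough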;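 also: myotubes were challenged with 10 µM simvastatin during compound exposure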
PGC1a acetyl inh = lowers PGC1a acetylation signal in U2OS cells; AlphaScreen anti-acetyl-lysine; with virally co-expressed GCN5 acetyltransferase; inhibition, % at 15.6 µM; actives 0.17% (n = 350,000);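 active = every replicate shows inhibition of at least 40%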;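 also: 0% = neutral control wells and 100% = positive control wells; some results beyond the cut were filed as inactive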
PglD DTNB = inhibitors of Campylobacter jejuni PglD acetyltransferase | purified PglD enzyme, DTNB colorimetric CoA detection | inhibition, % at 12.5 µM | actives 0.098% (n = 360,000) | AID 602405; in the data active = inhibition above about 16%, passing the limit was not always enough; also: strong numbers were not always called active
miR-122 sensor = inhibitors of miR-122 in Huh7 cells. Huh7 miR-122 Renilla luciferase sensor, 48 h; neutral wells = 0, positive control = 100. activation (reporter increase), % at 12.5 µM. actives 0.3% (n = 340,000). AID 602342;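 active = mean replicate activation score at least 90 and every replicate individually at or above 90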;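 also: higher luciferase means less miR-122 activity so hits act as miR-122 inhibitors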
CFTR F508del cor = CFTR F508del correction in bronchial cells; CFBE cells, YFP halide quenching; stimulated with forskolin plus potentiator P3; % fluorescence drop versus neutral controls; activity (quench increase), % at 7.58 µM; actives 0.36% (n = 350,000); AID 720511;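 active = mean added fluorescence quench of at least 8% versus neutral control, with both replicates also reaching 8%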;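 also: cells transiently co-express mutant CFTR-F508del with the halide-sensitive YFP; corrector assay measuring rescue of mutant channel to the surface after 24 h compound exposure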
Cneo AK release = Cryptococcus neoformans lysis via adenylate kinase release; C. neoformans lysis, adenylate kinase release luminescence, 4 h; normalised: neutral wells 0, clomiphene wells 100; lysis activity, % at 15 µM; actives 0.2% (n = 360,000); AID 651654;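 active = mean lysis activity across replicates of at least 80%, whatever share of replicates individually reach that level; inactive = mean lysis activity below 80%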
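Material: C. neoformans cells | Amount: Yeast cell density of 5 × 10^6 cells/mL | Medium: Fresh YPD growth medium | Dosing: Single dose | Times: Static 4 h at 37 °C with compound, 1 h detection | Detection: AK luminescence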
* = called active by the depositor; nt = not tested or not shown; & = joins results of further samples; [ ] = remark or other dose.

molecule,C2C12 statin,CFTR F508del cor,Cneo AK release,PglD DTNB,FN deposit inh,PGC1a acetyl inh,miR-122 sensor,GSIS activator
FC(F)C(F)(F)Oc1cccc(Nc2nccn3c(-c4cccc5cccnc45)cnc23)c1,-28,-1.6,0,0,0,16,-5,-4
CCCCn1c(N)c(N(CC(C)C)C(=O)c2ccc(-c3ccc([N+](=O)[O-])cc3)o2)c(=O)[nH]c1=O,2,1.6,4,5,7,2,-6,4
COc1cc(NC(=O)C(C)Oc2ccccc2)cc(OC)c1 (stereo unspecified),nt,nt,0,-5,-3,-18,-19,nt
Nc1ncc(Br)cc1S(=O)(=O)NCCC(=O)N1CCN(c2ccccc2)CC1,-4,2.9,-1,-10,5,-5,-1,20
Cc1ccc(OCc2nnc(SCc3ccc(C#N)cc3)n2-c2ccc(C)cc2)cc1,-46,nt,1,0,nt,-8,nt,-40
COc1ccc(-c2cn3cc(C(F)(F)F)cc(Cl)c3n2)cc1,nt,7.1,nt,nt,0,-1,nt,-5
COc1ccc(N2C(=O)CC(c3ccccc3)C2=O)cc1 (stereo unspecified),6,1.8,-1,8,11,nt,-1,-1
C/C(CC1(O)C(=O)N(C)c2ccccc21)=N\O (stereo unspecified),10,nt,1,2,nt,-2,-4,18
CCN(CCCNC(=O)c1ccc(N2CCCC2=O)cc1)c1cccc(C)c1,-10,nt,2,1,nt,-2,-3,nt
Cc1nc2c(sc(=S)n2Cc2ccco2)c(=O)n1CC(=O)Nc1ccccc1,-9,2.5,-1,1,5,1,1,-13
Cc1cc(=O)[nH]c2ccc(S(=O)(=O)Nc3ccc(O)cc3)cc12,3,2.8,-3,2,-2,19,-9,9
O=C(CN1CCOCC1)NCC[C@H]1CC[C@@H](NC(=O)Nc2ccc(F)cc2)[C@H](CO)O1,1,1.6,1,-2,nt,5,nt,11
Cc1ccc2nc(NC3=NC(CC(=O)O)C(=O)N3)nc(C)c2c1 (stereo unspecified),nt,-4.1,0,2,-19,nt,nt,9
C/C=C/c1ccc2c(c1)O[C@H](CN(C)C(=O)COC)[C@@H](C)CN([C@@H](C)CO)S2(=O)=O,5,3.9,-9,2,1,7,nt,26
C/C=C/C(=O)OCC(=O)NC(=O)NC(C)C,101*,nt,-2,2,7,-22,4,nt
CCC(=O)Nc1ccc2c(c1)C(=O)N(C)C[C@@H](OC)[C@@H](C)CN(CCC(F)(F)F)[C@H](C)CO2,9,-0.6,0,4,-13,-5,9[16.7 µM],-8
CC=Cc1ccc2n(c1=O)C[C@@H]1[C@@H](CO)[C@H](C(=O)NCCC)N(Cc3cccnc3)[C@H]21 (mixture of isomers),-6,nt,-2,0,nt,nt,nt,12
COc1c(S(=O)(=O)NCCN2CCOCC2)ccc(Cl)c1Cl,-3,nt,8,-4,nt,1,4,nt
C[C@@H]1CN([C@H](C)CO)S(=O)(=O)c2ccc(C3=CCCC3)cc2O[C@@H]1CN(C)C(=O)c1ccncc1,-54,-1.4,1,-1,nt,-5,-25[16.7 µM],2
CC(=O)c1cn(CC(=O)Nc2c(C)cccc2C)c2ccccc12,-6,nt,nt,nt,nt,15,0,-11
O=C(c1cccc(C(F)(F)F)c1)N1CCC(O)(CS(=O)(=O)Cc2ccccc2)CC1,11,nt,-4,5,0,nt,-6,nt
O=C(C[C@@H]1CC[C@H]2[C@@H](COC[C@H](O)CN2Cc2cc(F)cc(F)c2)O1)Nc1nccs1,19,3.3,1,2,10,-7,7[16.7 µM],3
C[C@@H]1CN([C@@H](C)CO)C(=O)Cc2cc(NC(=O)Cc3cn(C)c4ccccc34)ccc2O[C@H]1CN(C)Cc1ccc(-c2ccccc2)cc1,35,-0.9,nt,nt,nt,-19,-2[16.7 µM],-32
O=C(Cc1ccc(-c2ccccc2)cc1)NCCN1CCOCC1,8,nt,-1,4,8,3,-2,nt
Nc1nonc1C(=O)N/N=C/c1cccc([N+](=O)[O-])c1,14,-0.1,-4,3,3,7,-6,8
CNC[C@@H]1Oc2c(NS(=O)(=O)c3ccc(OC)cc3)cccc2C(=O)N([C@H](C)CO)C[C@H]1C,15,-2.2,-8,0,nt,-2,-6[16.7 µM],1
COC(=O)C1=C(C)OC(N)=C(C#N)C1c1cc(OC)c(OCC(N)=O)cc1Cl (stereo unspecified),5,nt,-1,-8,-10,nt,-12,nt
CCOC(=O)CC(NC(=O)CCS(=O)(=O)c1ccc2c(c1)n(C)c(=O)c(=O)n2C)c1ccc(C)cc1 (stereo unspecified),-7,0.1,-4,-2,0,4,-3,1
CN(C)c1ccc(C=Cc2ccnc3c(O)cccc23)cc1,-17,3.9,1,-2,-8,0,16,7
N#Cc1ccc(OCC(=O)N2CCc3ccccc32)cc1,-4,4.6,0,2,-37,-3,-1,nt
CCc1c(C)nc(SCC(=O)CC(=O)OC(C)C)c(C#N)c1C,-1,nt,0,-2,-2,6,-6,6
O=C(O)c1ccc(CNCc2cccc(Oc3ccccc3)c2)cc1,-7,2.0,-4,7,-2,9,-1,-8
Cc1cc(=O)oc2c(C)c(OCC(=O)N3CCN(C(=O)C4COc5ccccc5O4)CC3)ccc12 (stereo unspecified),-25,0.6,-1,-2,0,nt,-2,-21
O=C1CCCCC1Nc1ccc2ccccc2c1 (stereo unspecified),3,4.9,-1,3,5,-10,1,0
O=C(O)c1ccc(NCc2cccnc2)c([N+](=O)[O-])c1,-21,1.4,1,-4,0,nt,-3,19
COCCCOc1ccnc(CS(=O)c2nc3ccccc3[nH]2)c1C (stereo unspecified),-36,0.6,-2,13,-17,-16,-1,nt
COc1ccc(NC(=O)Nc2ccc3c(c2)CC(=O)N([C@@H](C)CO)C[C@H](C)[C@@H](CN(C)S(=O)(=O)c2cn(C)cn2)O3)cc1,9,0.1,-1,1,nt,-5,-1[16.7 µM],-3
Cc1nc2ccc(C(=O)NC(C)(C)C)cn2c1N(C)C(=O)CCc1ccccc1,8,-3.2,0,-7,1,nt,2,nt
CCC(=O)c1ccc(N2CCN(C(=O)c3cccs3)CC2)c(F)c1,0,0.2,6,3,-6,1,0,-10
O=C(C[C@@H]1C=C[C@@H](NS(=O)(=O)c2ccc(F)cc2)[C@@H](CO)O1)N1CCN(c2ccccc2)CC1,3,2.1,-2,-1,nt,-10,11[16.7 µM],4
N#Cc1cccc(-c2ccc(C3[C@@H]4CN(C(=O)Nc5ccccc5)C[C@H]3N4)cc2)c1 (stereo partly specified),nt,0.6&0.0,nt,nt,5&-8,6&-11,nt,9&-11
CC(=O)O[C@@H]1C[C@H]2C(C)(C)C(=O)C=C[C@]2(C)[C@H]2CC[C@@]3(C)[C@H](c4ccoc4)OC(=O)[C@H]4O[C@]43[C@@]21C,6,-4.9,-3,2,13,15,-2,-3
O=C(CSc1nnc(-c2ccco2)o1)NC1CC2CCC1C2 (stereo unspecified),-6,nt,2,-4,nt,-1,6,nt
CSc1ccccc1OCc1cc(C(=O)N2CCN(Cc3nccn3C)CC2)no1,nt,-0.6,-2,-3,6,-1,nt,6
COc1ccc(C#Cc2ccc3c(c2)[C@@H]2[C@@H](CCN2C(C)=O)[C@@H](CO)N3)cc1,13,0.0,-9,0,-4,6,-11[16.7 µM],5
Cc1onc(-c2ccccc2Cl)c1C(=O)c1ccccc1,nt,2.2,-2,5,6,-5,-4,17
Cc1ccc(N2C(=O)c3ccc(C(=O)Nc4cccnc4)cc3C2=O)c(C)c1,90*,nt,3,-4,-3,17,-8,nt
Cc1sc2ncn(CC(=O)NCCCC(=O)N(C)Cc3ccccc3)c(=O)c2c1C,3,1.2,0,-2,-5,1,-21,-4
COc1ccc(CCNC(=O)Nc2ccccc2[N+](=O)[O-])cc1,nt,0.9,nt,nt,3,-8,-3,9
Cc1nc(C)c(CCNC(=O)c2cccc(Cl)c2)s1,-6,nt,20,-1,5,7,-2,0
COc1ccc(S(=O)(=O)Nc2ccc3c(c2)CC(=O)N([C@@H](C)CO)C[C@H](C)[C@H](CN(C)C(=O)Nc2ccc(C(F)(F)F)cc2)O3)cc1,7,-1.4,-2,1,nt,2,10[16.7 µM],-2
OCC[C@@H]1C[C@@H](O)[C@H](O)[C@]2(OCCc3ccccc32)O1,-4,-2.5,1,-4,5,3,-9,0
C[C@H](CO)N1C[C@H](C)[C@@H](CN(C)S(=O)(=O)c2ccc(Cl)cc2)OCCCC[C@H](C)Oc2ccc(NS(=O)(=O)c3cccs3)cc2C1=O,nt,-4.5,-5,4,-1,-6,-11[16.7 µM],-9
CCOc1cccc(-c2nnc3sc(-c4cc(OC)c(OC)c(OC)c4)nn23)c1,-53,nt,1,6,nt,-3,0,17
Cc1ccc(C(=O)/C=C/c2ccc3c(c2)OCO3)o1,10,-2.5,-2,-3,nt,nt,55,-1
O=C(CSc1n[nH]c(-c2ccco2)n1)Nc1ccc(F)cc1,12,-0.8,0,-1,-1,-1,-5,-7
CC1CCN(C(=O)CC(NC(=O)c2ccccc2Cl)c2ccccc2)CC1 (stereo unspecified),-6,2.1,-4,0,2,nt,nt,-8
O=C(C1CC1)N(CCN(Cc1ccccc1)C(=O)C1CC1)Cc1ccccc1,nt,nt,2,2,nt,-11,-1,-8
CC(C)Oc1cccc(C(=O)Nc2nnc([C@H]3C[C@H](O)[C@@H](CO)O3)s2)c1,-19,-1.0,0,-7,-2,6,-1,11
CC(=O)Nc1ccc(OCC(O)Cn2c(C(C)C)nc3ccccc32)cc1 (stereo unspecified),0,-0.5,nt,nt,2,nt,1,-4

Going on with the list:
molecule,C2C12 statin,CFTR F508del cor,Cneo AK release,PglD DTNB,FN deposit inh,PGC1a acetyl inh,miR-122 sensor,GSIS activator
CSc1cccc(NC(=O)C2CCCN(S(=O)(=O)c3cccs3)C2)c1 (stereo unspecified),-1,1.9,-2,-5,7,-24,0,-3
O=C(O)C[C@@H]1C=C[C@@H](NC(=O)Nc2ccccc2)[C@H](CO)O1,11,1.9,-2,-1,8,-5,nt,17
COc1ccc(NC(=O)C(NC(=O)Cc2cccs2)c2ccccc2)cc1 (stereo unspecified),nt,0.8,3,2,7,-9,-4,6
COC(=O)c1cc(S(=O)(=O)NCC2CCN(Cc3ccc(F)cc3)CC2)c[nH]1,6,-0.4,-3,6,3,-6,1,-1
NS(=O)(=O)c1ccc(Nc2nc(-c3cccnc3)cs2)cc1,0,-1.9,-1,-1,-3,7,-39,9
CC(C)CC#Cc1ccc([C@@H]2[C@@H](CO)N3C(=O)CN(S(=O)(=O)c4cccc(F)c4)C[C@H]23)cc1,nt,1.0,nt,nt,-7,-16,nt,-9

Reprinted at random: 3 entries already listed, in no set order.
molecule,C2C12 statin,CFTR F508del cor,Cneo AK release,PglD DTNB,FN deposit inh,PGC1a acetyl inh,miR-122 sensor,GSIS activator
COC(=O)c1cc(S(=O)(=O)NCC2CCN(Cc3ccc(F)cc3)CC2)c[nH]1,6,-0.4,-3,6,3,-6,1,-1
NS(=O)(=O)c1ccc(Nc2nc(-c3cccnc3)cs2)cc1,0,-1.9,-1,-1,-3,7,-39,9
CC(C)CC#Cc1ccc([C@@H]2[C@@H](CO)N3C(=O)CN(S(=O)(=O)c4cccc(F)c4)C[C@H]23)cc1,nt,1.0,nt,nt,-7,-16,nt,-9
